proCasp7 act: procaspase-7 activators, primary screen, counter-screen for procaspase-3 activator project, biochemical, absorbance, HTS, human; 330,000 tested, 0.093% active; activation, % at 8.5 µM; AID 463210, 2010; Caspase-7 (Homo sapiens), P55210; recombinant procaspase-7, Ac-DEVD-pNA absorbance 405 nm; D23A/D198A/D206A triple mutant, cannot self-cleave; scale: DMSO 0, 5 µM enzyme 100;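 active means percent activation above the screen-wide mean plus 3 SD, cut at about 25% in these data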
Target sequence (P55210 whole entry D23A/D198A/D206A): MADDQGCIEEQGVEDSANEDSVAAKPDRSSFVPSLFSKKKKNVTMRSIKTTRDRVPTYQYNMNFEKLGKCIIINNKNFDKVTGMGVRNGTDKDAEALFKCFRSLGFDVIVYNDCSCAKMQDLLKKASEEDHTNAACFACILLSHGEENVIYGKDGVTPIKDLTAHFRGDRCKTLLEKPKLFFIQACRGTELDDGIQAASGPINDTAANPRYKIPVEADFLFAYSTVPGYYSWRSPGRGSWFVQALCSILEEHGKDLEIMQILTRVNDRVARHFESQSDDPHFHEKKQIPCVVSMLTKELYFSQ
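Assay system: Uncleavable procaspase-7 mutant enzyme | Input: 2 µM procaspase-7 mutant as dispensed | Timing: 1 h compound preincubation, 2 h substrate cleavage, 25 °C | Repeats: One well per compound | Control set: DMSO wells as 0%, DMSO with 5 µM added PC-7 as 100% | Technique: Epi-absorbance of released pNA at 405 nm, two timepoints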
AHR act: AHR activators, primary screen, cell-based, luminescence, luciferase reporter, human; Aryl hydrocarbon receptor (Homo sapiens), P35869; AHR-responsive luciferase reporter cells; activation, % at 5 µM; 320,000 tested, 2.5% active; in the data active means activation above about 47%;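 further: 0% = vehicle wells and 100% = reference agonist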
RPL19A TOR yeast: RPL19A-GFP expression modulators in yeast, primary screen, cell-based, S. cerevisiae, multiplex flow cytometry, MLPCN; S. cerevisiae RPL19A-GFP strain, 3 h; active compounds read low; AID 2025, 2009; percent response vs DMSO, % at 10 µM; 330,000 tested, 0.3% active;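 active means percent response vs DMSO below 50%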;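 further: median channel GFP fluorescence of the barcoded RPL19A-GFP strain; ratio of sample median GFP to plate DMSO average so 100% = DMSO; lower means less RPL19A-GFP as with rapamycin TOR inhibition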
AGP1 TOR yeast: modulators of AGP1-GFP expression in yeast TOR pathway, primary screen, cell-based, multiplex flow cytometry, S. cerevisiae, MLPCN library. 3 h; GFP as percent of DMSO wells. GFP response vs DMSO, % at 10 µM. 320,000 tested, 0.02% active;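 active means GFP response relative to DMSO above a set limit, near screen average plus 3 SD, cut at about 150% in these data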;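 further: median GFP channel fluorescence of the gated AGP1 strain per well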
CIT2-GFP yeast: modulators of CIT2-GFP expression in yeast, primary screen, S. cerevisiae, GFP fusion, multiplex flow cytometry, MLPCN library; 320,000 tested, 0.065% active; GFP response vs DMSO, % at 10 µM; S. cerevisiae CIT2-GFP strain, 3 h; 100 means same as DMSO wells;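 active means GFP response relative to DMSO above a set limit, near the screen mean plus 3 SD, cut at about 150% in these data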;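 further: ratio of well median GFP fluorescence to mean of DMSO wells on the plate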
MEP2-GFP yeast: modulators of MEP2-GFP levels in yeast, primary screen, S. cerevisiae, multiplex flow cytometry, MLPCN library; S. cerevisiae MEP2-GFP strain, 3 h; 100% = DMSO control level; GFP response vs DMSO, % at 10 µM; 330,000 tested, 0.51% active;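 active means GFP response versus DMSO above a set limit, roughly screen mean plus 3 SD, cut at about 180% in these data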;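 further: median GFP fluorescence of the barcode-gated MEP2-GFP cells per well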
LAP4 TOR yeast: modulators of LAP4-GFP expression in yeast, primary screen, S. cerevisiae, multiplex flow cytometry, MLPCN library | 3 h; median GFP as percent of DMSO wells | GFP response vs DMSO, % at 10 µM | 320,000 tested, 0.34% active | AID 2023, 2009;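 active means GFP response vs DMSO above a set limit, about the screen mean plus 3 SD, cut at about 150% in these data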
procasp3 activ: activators of human procaspase-3 D3A mutant, primary screen, biochemical, absorbance, PC-3 D3A mutant, single concentration; recombinant procaspase-3 D3A, Ac-DEVD-pNA absorbance 405 nm; activation, % at 8.5 µM; 330,000 tested, 0.11% active; AID 463141, 2010; Caspase-3 (Homo sapiens), P42574;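 active means activation above the mean of all tested compounds plus 3 SD, cut at about 21% in these data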;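 further: 0% = DMSO alone and 100% = DMSO wells spiked with extra 5 µM PC-3 D3A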
Target sequence (P42574 whole entry D9A/D28A/D175A): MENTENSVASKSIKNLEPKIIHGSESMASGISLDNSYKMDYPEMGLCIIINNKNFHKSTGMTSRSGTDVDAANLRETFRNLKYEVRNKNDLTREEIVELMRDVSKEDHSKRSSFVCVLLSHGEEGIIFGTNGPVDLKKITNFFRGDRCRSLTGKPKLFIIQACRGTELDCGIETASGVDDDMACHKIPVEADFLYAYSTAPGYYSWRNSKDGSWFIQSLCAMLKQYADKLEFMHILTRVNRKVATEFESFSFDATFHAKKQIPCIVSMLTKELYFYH
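material = Procaspase-3 D3A mutant | probe or stimulus = Ac-DEVD-pNA | compound = single dose, 8.5 µM nominal compound, 0.8% DMSO | timing = 1 h preincubation, 2 h reaction | measured by = 405 nm absorbance of p-nitroaniline, reads at 0 and 120 min | benchmarks = DMSO-only low control, 5 µM PC-3 D3A high control | repeats = singlicate, each compound tested once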
Numbers without * were called inactive; nt = no result given.

SMILES	proCasp7 act	AHR act	RPL19A TOR yeast	AGP1 TOR yeast	CIT2-GFP yeast	MEP2-GFP yeast	LAP4 TOR yeast	procasp3 activ
COc1cc(C(=S)N2CCOCC2)ccc1OC(=O)c1ccc(Br)cc1	nt	nt	99	102	97	98	99	nt
COc1ccc(COC(=O)c2ccc(N3CCCC3=O)cc2)cc1F	4	0	98	102	101	112	108	0
CCc1nnc(NC(=O)CSCc2cc(=O)n3nc(C)sc3n2)s1	13	0	97	105	102	100	104	1
Cc1cc([N+](=O)[O-])nn1CCCC(=O)N1CCN(c2ccccc2)CC1	3	9	103	98	97	101	97	0
O=C(Nc1ccccc1Oc1ccccc1)c1cccc([N+](=O)[O-])c1	14	77*	93	99	88	95	94	-3
O=[N+]([O-])c1cc(O)c2ncccc2c1	0	17	101	98	124	104	169*	-8
CCOc1ccc(NC(=O)c2ccc(NC(=O)c3cn4c5c(c(N6CCN(C)CC6)c(F)cc5c3=O)OCC4C)cc2)cc1 (stereo not drawn)	-9	0	106	95	113	84	91	-13
CC(=O)c1ccc(C(=O)NC2CCCN(Cc3ccccc3F)C2)s1 (stereo not drawn)	-1	1	98	103	98	96	103	4
COc1ccccc1CN=C1Nc2ccccc2CS1	5	-4	91	99	95	100	102	13
O=C(CCCCC(=O)Nc1ccc(F)cc1)Nc1ccc(F)cc1	2	1	104	101	104	107	93	-7
O=C(Nc1cccc(O)c1)c1cc(-c2ccc3c(c2)OCO3)on1	-5	-2	103	95	94	102	90	4
OCC(CO)(CO)N=Cc1cc(Br)ccc1O	11	8	106	103	108	103	102	-6
O=C(CSc1cn(Cc2ccccc2)c2ccccc12)Nc1nccs1	0	20	99	97	97	105	106	-4
CC(=O)c1cccc(NC(=O)CN2C(=O)NC(C)(c3ccc4c(c3)OCCCO4)C2=O)c1 (stereo not drawn)	-12	1	113	116	104	113	119	-5
c1ccc(Oc2nc3ccccc3n3cccc23)cc1	7	2	98	94	94	100	98	10
Cc1ccc(NC(=O)CN(C)C(=O)CNC(=O)c2ccc3c(c2)OCO3)cc1	6	1	105	110	108	113	113	6
O=C(NCc1ccc2c(c1)OCO2)c1ccc(CS(=O)Cc2ccc(Cl)cc2)o1 (stereo not drawn)	-1	10	100	98	101	99	98	-1
CCS(=O)(=O)Nc1cccc(-c2nc3cccnc3s2)c1C	0	26	95	97	98	97	104	3
COc1ccc(Cl)cc1C(=O)NNC(=O)c1cccc([N+](=O)[O-])c1	7	13	96	97	100	90	102	0
Cc1ccc(S(=O)(=O)N2CCCCC2)cc1NC(=O)CSc1nnc(C2CC2)n1C	11	1	96	96	102	96	98	0
CCCN(CC1CC1)C(=S)Nc1ccccc1F	5	2	95	104	106	104	110	-3
O=C(Nc1ccc(S(=O)(=O)Nc2nccs2)cc1)/C(=C/c1ccccc1Cl)NC(=O)c1ccccc1	-7	2	102	89	108	105	80	7
CCOC(=O)C1CCCN(C(=O)c2cccc(NC(=O)C(CC)CC)c2)C1 (stereo not drawn)	-1	2	93	96	94	95	107	9
O=C(CCC(=O)Nc1ccccc1)N/N=C/C=C/c1ccccc1	9	3	99	101	104	99	93	0
Cc1ccc(C(=O)NC2CCCCC2)cc1S(=O)(=O)N1CCCC1	10	5	98	102	104	103	107	-5
Following part:
SMILES	proCasp7 act	AHR act	RPL19A TOR yeast	AGP1 TOR yeast	CIT2-GFP yeast	MEP2-GFP yeast	LAP4 TOR yeast	procasp3 activ
O=C(NC(Cc1c[nH]c2ccccc12)C(=O)O)c1ccc(F)cc1 (stereo not drawn)	1	4	98	108	109	106	105	4
COC(=O)c1ccc(Oc2nc(NC(C)C)nc(N(C)C)n2)cc1	5	2	96	96	86	104	101	-8
CCC1CCCCN1C(=O)CN1C(=O)c2ccccc2S1(=O)=O (stereo not drawn)	6	2	88	89	92	96	88	5
CC(=O)c1cc(C#N)c(N2CCCCC2)nc1C	2	0	91	92	106	102	103	0
CC(=O)Nc1ccc(Nc2nc(C)c([N+](=O)[O-])c(N(C)c3ccccc3)n2)cc1	8	-6	93	93	79	89	114	-1
Cc1cc(C(=O)Nc2cccc(S(=O)(=O)N3CCCC3)c2)c2ccccc2n1	-2	2	111	116	104	108	124	4
CC(=O)N(C)c1ccc(NS(=O)(=O)c2cc(Cl)ccc2Cl)cc1	7	2	101	100	89	97	99	-5
CC(=O)c1cc(CN2CCC(n3nccc3NC(=O)c3ccccc3C)CC2)cs1	4	4	99	99	94	97	93	-3
CC1CCCC(C)N1C(=O)COC(=O)c1ccco1 (stereo not drawn)	0	-2	97	97	105	96	95	6
O=C1C2CC=CCC2C(=O)N1c1n[nH]c(Cc2ccccc2)n1 (stereo not drawn)	0	1	97	99	99	103	99	-3
CN(C(=O)c1ccc(N2CCCCC2)c([N+](=O)[O-])c1)C1CCS(=O)(=O)C1 (stereo not drawn)	6	0	106	83	83	105	101	1
COc1ccccc1C(=O)n1nc(-c2ccco2)nc1N	-1	0	100	101	102	98	106	9
Cn1c(=O)c2cc(S(=O)(=O)NCCC(=O)Nc3ccc(Cl)cc3)ccc2n(C)c1=O	-3	0	93	92	96	97	89	4
Cc1nn2c3ccccc3n(C)c2nc1=O	5	2	101	109	103	109	99	2
CCN(C(=O)COC(=O)c1[nH]c(C)c(C(C)=O)c1C)c1c(N)n(Cc2ccccc2)c(=O)[nH]c1=O	1	0	97	92	77	103	104	1
CNC(=O)NC(=S)NC(=O)c1cccc(Cl)c1	-5	3	92	101	88	96	100	7
O=C(C1CCC1)N1CCN(Cc2ccccc2)CC1	0	4	109	102	103	101	100	2
COc1ccc([N+](=O)[O-])cc1N(CC(=O)NCCSc1ccc(C)cc1)S(C)(=O)=O	-1	-2	103	105	109	99	103	-10
COc1ccc(-c2csc(/C(C#N)=C/Nc3ccc4c(c3)OCCO4)n2)cc1	-7	5	104	100	99	101	93	-3
CCNC(=S)N1CCN(S(=O)(=O)c2ccc(C)c(C)c2)CC1	4	-1	98	99	95	102	91	0
COc1cc(/C=N/NC(=O)CC(=O)NC2CCCCC2)ccc1O	9	3	106	105	122	109	82	11
CCCCn1c(NCc2ccc(N(C)C)cc2)nc2ccccc21	7	13	103	109	102	105	95	1
Cc1ccc(C)c(S(=O)(=O)N2CCN(C(=O)Cc3c(F)cccc3Cl)CC2)c1	0	-1	86	94	76	88	108	4
COc1cccc(OC)c1OCCCOc1cccc2cccnc12	9	5	91	98	93	95	100	6
Cc1cc(NC(=O)CCC(=O)N(Cc2ccco2)C(C(=O)NC2CCCCC2)c2ccccc2)no1 (stereo not drawn)	10	1	99	101	104	104	98	5

Among those listed so far, these contain a furan ring, fused or not:
SMILES	proCasp7 act	AHR act	RPL19A TOR yeast	AGP1 TOR yeast	CIT2-GFP yeast	MEP2-GFP yeast	LAP4 TOR yeast	procasp3 activ
O=C(NCc1ccc2c(c1)OCO2)c1ccc(CS(=O)Cc2ccc(Cl)cc2)o1 (stereo not drawn)	-1	10	100	98	101	99	98	-1
CC1CCCC(C)N1C(=O)COC(=O)c1ccco1 (stereo not drawn)	0	-2	97	97	105	96	95	6
COc1ccccc1C(=O)n1nc(-c2ccco2)nc1N	-1	0	100	101	102	98	106	9
Cc1cc(NC(=O)CCC(=O)N(Cc2ccco2)C(C(=O)NC2CCCCC2)c2ccccc2)no1 (stereo not drawn)	10	1	99	101	104	104	98	5

Next compounds.
SMILES	proCasp7 act	AHR act	RPL19A TOR yeast	AGP1 TOR yeast	CIT2-GFP yeast	MEP2-GFP yeast	LAP4 TOR yeast	procasp3 activ
COc1cccc(-n2c(Cc3cc(=O)[nH]c(=O)[nH]3)nnc2SCc2cccnc2)c1	12	-2	99	102	100	107	98	-6
C=CCn1c(O)c(N=Nc2ccccc2O)c2ccccc21	-19	82*	96	94	101	112	114	-20
NC(=O)C1CCN(C(=O)c2ccc3ccccc3c2)CC1	4	0	103	104	105	106	110	6
COc1ccc(S(=O)(=O)N(C)c2ccc(C(=O)N3CCC(C(N)=O)CC3)cc2)cc1OC	-1	-1	100	105	100	109	106	3
c1ccc(-c2noc(-c3ccc4ccccc4c3)n2)cc1	-3	38	98	96	99	94	89	3
COc1ccc(NC(=O)CN2C(=O)COc3ccc(S(=O)(=O)N4CCCCC4)cc32)c(OC)c1	-6	2	98	98	98	96	94	5
Cc1ccc(C)c(S(=O)(=O)Nc2cccc(-n3cnnn3)c2)c1	6	11	99	99	98	101	94	-2
COc1cccc2sc(NNC(=O)c3nc4ccccc4s3)nc12	-43	86*	101	93	89	104	95	-20
CCCCN(C(=O)CCC(=O)Nc1cc(C)on1)C(C(=O)NC1CCCC1)c1ccc(F)cc1 (stereo not drawn)	-6	2	107	113	108	112	109	-1
Cc1ccc(S(=O)(=O)Nc2ccccc2C(=O)N2CCCC2)cc1	-1	-1	102	99	97	103	105	2
COC(=O)[C@H](CCSC)NC(=O)Nc1ccc(OC)cc1OC	4	0	93	nt	92	102	103	-1
CC(Sc1nc2ccc(Br)cc2[nH]1)C(=O)O (stereo not drawn)	5	1	101	101	104	103	100	3
COc1ccc(-n2cnc3c(sc4nccc(N(C)C)c43)c2=O)cc1	0	-2	105	107	113	109	112	7
COc1ccc(CC(=O)OCC(=O)c2ccc[nH]2)cc1	1	0	92	92	82	94	106	11
CC(=O)N1CCN(CCN=CC2=C(O)CC(c3ccc(Cl)cc3)CC2=O)CC1 (stereo not drawn)	6	1	96	92	86	87	88	0
O=C(c1ccc(-c2ccc(Cl)cc2)o1)N1CCN(c2ccc([N+](=O)[O-])cc2Cl)CC1	-10	2	98	106	99	105	111	1
Cc1ccc(OCc2cc(C(=O)N3CCN(C4CCCC4)CC3)no2)cc1C	-5	5	112	106	119	109	110	0
CCO[C@H]1OC(C(=O)N2CCN(Cc3ccccc3)CC2)=C[C@@H](c2ccccc2)[C@@H]1CCCO	1	0	100	103	98	96	91	1
c1ccc2cc(CN3CCOCC3)ccc2c1	4	1	97	97	97	97	93	6
O=c1oc2cc(OCc3nn[nH]n3)ccc2c2c1CCCC2	5	-1	92	96	92	96	95	-3
COc1ccccc1C(C)NCC(=O)Nc1ccccc1C(F)(F)F (stereo not drawn)	6	1	96	93	93	98	87	-1
COc1ccc(C(=O)Nc2nc3ccccc3[nH]2)cc1OC	-22	23	103	100	92	106	110	6
Cc1cc(C)cc(NC(=O)Cc2ccc(-n3cccc3)cc2)c1	-7	0	99	98	95	101	94	0
CCOc1ccc(C(=O)CCC(=O)N2CCN(c3ccc(O)cc3)CC2)cc1	-30	2	93	89	76	92	83	-12
FC(F)(F)c1ccc(N2CCOCC2)c(Nc2nc3ccccc3n3cnnc23)c1	1	15	104	101	108	109	101	-3
COc1ccc(NC(=O)C(=O)NCC(=O)Nc2cc(OC)ccc2OC)cc1	-22	4	108	93	91	100	72	-1

High-throughput results deposited in PubChem BioAssay by several laboratories.
